Screening data as filed in PubChem.
GSIS activator: primary screen for activators of insulin secretion dependent on glucose, INS-1E cells, GLuc reporter luminescence | INS-1E GLuc reporter insulin secretion, 2-3 h | activation, % at 16.6 µM | hit rate 0.61% among 370,000 | AID 743287;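 active = lowest replicate activation of at least 40%, so every replicate reaches that level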;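 also: 0% = median of neutral control wells and 100% = median of IBMX positive control wells; some compounds called inactive have numbers as strong as hits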
Statin myotox sup: suppressors of simvastatin-induced myotoxicity in C2C12 myotubes; rescue of ATP level, % at 7.49 µM; hit rate 0.78% among 330,000; AID 602340; ATP luminescence, 48 h; scaled: DMSO 0, geranylgeraniol control 100;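 active = mean ATP rescue above about 67%, or every replicate alone reaching that limit, limit read from the data, passing the limit was not always enough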;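 also: myotubes were challenged with 10 µM simvastatin during compound exposure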
Cneo AK release: Cryptococcus neoformans lysis via adenylate kinase release; lysis activity, % at 15 µM; hit rate 0.2% among 360,000; C. neoformans lysis, adenylate kinase release luminescence, 4 h; normalised: neutral wells 0, clomiphene wells 100;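 active = mean lysis activity across replicates of at least 80%, whatever share of replicates individually reach that level; inactive = mean lysis activity below 80%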
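Test system: log-phase Cryptococcus neoformans yeast cells. Input: 5 × 10^6 yeast cells/mL. Medium: fresh YPD growth medium. Doses: single dose. Incubation: static 4 h at 37 °C with compound, 1 h detection. Measured by: luminescent adenylate kinase detection reagent. Read-out: signal increase indicating cell lysis. Benchmarks: Clomiphene.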
PGC1a acetyl inh: PGC1a acetylation modulation, inhibitor mode; hit rate 0.17% among 350,000; AID 651687; U2OS PGC1a acetylation, AlphaScreen anti-acetyl-lysine; with virally co-expressed GCN5 acetyltransferase; inhibition, % at 15.6 µM;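 active = every replicate shows inhibition of at least 40%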;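 also: 0% = neutral control wells and 100% = positive control wells; some results beyond the cut were filed as inactive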
ARNT-TACC3 inh: disruptors of human ARNT/TACC3 interaction; Q9Y6A5; AlphaScreen His-ARNT PAS-B/GST-TACC3 binding, luminescence; TACC3 fragment carries E629A point mutation; inhibition, % at 9.99 µM; hit rate 0.66% among 390,000;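 active = mean inhibition of replicates at least 50% and at least half of replicates each reaching 50%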;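 also: 0% = complete ARNT plus TACC3 wells and 100% = ARNT alone without TACC3; many hits fall short of the cut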
PAX8 inh HTS: lowers PAX8-driven luciferase in RMG-I cells | RMG-I TPO-luciferase reporter, SteadyGlo, 24 h | inhibition, % at 12.6 µM | hit rate 1.2% among 360,000 | AID 652154;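 active = mean replicate inhibition at least 60% with every replicate also reaching 60%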;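 also: luciferase light reporting Pax8 driven TPO promoter activity; plate controls were median of neutral control wells for no effect and mitoxantrone controls for full effect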
PglD inh: blocks C. jejuni PglD acetyltransferase activity. purified PglD enzyme, DTNB colorimetric CoA detection. inhibition, % at 12.5 µM. hit rate 0.098% among 360,000; in the data active = inhibition above about 16%, passing the limit was not always enough; also: strong numbers were not always called active
LGR2 inh: inhibitors of bursicon-induced Drosophila LGR2 receptor cAMP signaling | inhibition, % at 9.99 µM | HEK293 LGR2, CRE-luciferase, bursicon-stimulated, 4 h | hit rate 0.35% among 380,000;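 active = drop in luminescence signal, shown as inhibition above about 50% in the replicate tests, limit read from the data, passing the limit was not always enough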;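 also: agonist challenge used bursicon conditioned medium at about half maximal strength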
* hit, by the source's call; . = not tested or not shown; & = joins results of further samples.

Fields: GSIS activator, Statin myotox sup, Cneo AK release, PGC1a acetyl inh, ARNT-TACC3 inh, PAX8 inh HTS, PglD inh, LGR2 inh
CCOC(=O)N1CCN(CC(=O)Nc2ccc(Oc3ccccc3)cc2)CC1
    ., ., 0, -2, ., -10, -2, .
CCCNC(=O)N1[C@H](C#N)[C@H](c2ccc(C#Cc3ccc(F)cc3)cc2)[C@@H]1CO
    -3, 20, -2, -2, 5, 16, -2, 8
C[C@H](NC(=O)C[C@@H]1C=C[C@@H](NC(=O)C2CC2)[C@@H](CO)O1)c1ccccc1
    -6, -4, 0, 3, 0, -2, -4, -9
C=CCN(CC=C)Cc1c(C)[nH]c2ccc(C(=O)OCC)cc2c1=O
    -10, 3, -1, 5, -6, ., 8, -6
CCCCn1c(N)c(N(CCOC)C(=O)c2cc(-c3ccc(OC)cc3)nc3ccccc23)c(=O)[nH]c1=O
    4, -13, ., ., -4, -3, ., -2
C[C@@H]1CCCCO[C@H](CN(C)C(=O)NC2CCCCC2)[C@H](C)CN([C@H](C)CO)C(=O)c2cc(NC(=O)NC3CCCCC3)ccc2O1
    -27, ., -11, -11, -2, 36, 4, 1
CCC(CC)c1nnc(NC(=O)c2cc([N+](=O)[O-])ccc2N2CCCCC2)s1
    -3, ., ., 4, 12, -19, ., -12
C[C@@H]1CN([C@@H](C)CO)C(=O)Cc2cc(NC(=O)Nc3ccc(F)cc3)ccc2O[C@@H]1CN(C)Cc1ccc(C(=O)O)cc1
    7, -1, 63, 8, 1, -8, -3, 5
C/C=C/c1cnc2c(c1)C(=O)N([C@H](C)CO)C[C@@H](C)[C@@H](CN(C)S(=O)(=O)c1ccc(C)cc1)O2
    -5, ., -4, 0, -3, ., -1, 12
CCN(CC(=O)Nc1c(F)cccc1F)C(=O)CNC(=O)c1sc2ccccc2c1Cl
    26, 2, 2, ., -4, -17, 5, -10
CCN(CC)CC(=O)N(CC(=O)Nc1c(C)cc(C)cc1C)C1CCCCC1
    ., -9, -1, -3, ., ., -8, .
O=C(Nc1ccc(Oc2ccccc2)cc1)c1csc(COCCO)n1
    -48, 3, -4, ., ., 2, 1, 6
CC(C)c1cc(C(=O)N/N=C/c2cccnc2)cs1
    3, ., ., ., -3, -40, ., -29
COCCN(C(=O)CCC(=O)Nc1nccs1)C(C(=O)NC(C)(C)C)c1ccc(Cl)cc1 (stereo not drawn)
    -31, -7, ., -13, -21, -3, ., -13
Cc1cc(OCCCn2ccnc2)cc(C(C)C)c1
    7, 2, 2, 8, -4, -6, -2, -7

An excerpt from above with just PGC1a acetyl inh and LGR2 inh:
canonical_smiles	PGC1a acetyl inh	LGR2 inh
CCN(CC)CC(=O)N(CC(=O)Nc1c(C)cc(C)cc1C)C1CCCCC1	-3	.
O=C(Nc1ccc(Oc2ccccc2)cc1)c1csc(COCCO)n1	.	6

(listing goes on)
Fields: GSIS activator, Statin myotox sup, Cneo AK release, PGC1a acetyl inh, ARNT-TACC3 inh, PAX8 inh HTS, PglD inh, LGR2 inh
O=C(CCC(=O)c1ccc(Br)cc1)Nc1cccnc1
    -4, 1, ., ., -15, -2, ., 4
CCNC(=O)C[C@H]1CC[C@H]2[C@H](COc3ccc(NS(C)(=O)=O)cc3C(=O)N2C)O1
    8, -20, 59, 1, -12, -4, 3, -11
C[C@H](CO)N1C[C@H](C)[C@H](CN(C)S(C)(=O)=O)OCCCC[C@H](C)Oc2ccc(NC(=O)c3ccncc3)cc2C1=O
    6, -30, -3, 4, -2, -3, 1, -4
Cc1ccc(C(=O)N/C(=C\c2sccc2C)C(=O)NCc2ccncc2)cc1
    3, ., ., ., -4, 8, ., 13
COc1ccc(C2=Nn3c(nnc3C(F)(F)F)SC2)cc1
    6, 0, -5, ., -1, 16, 2, 13
CC(C)NC(=O)Nc1ccc2c(c1)C(=O)N([C@H](C)CO)C[C@H](C)[C@@H](CN(C)Cc1ccc3c(c1)OCO3)OCCCC[C@H](C)O2
    1, ., 2, 5, 2, 7, -3, 12
CCOC(=O)Cc1cnc(NC(=O)CSc2nc(N)cc(=O)[nH]2)s1
    5, -2, ., -4, 6, -1, ., 10
Cc1cc(C2=CC(=O)C[C@H](c3ccc(F)cc3)C2)ccc1F
    -16, 6, -1, 0, ., 10, 3, -25
CCCNC(=O)C[C@@H]1C[C@@H]2c3cc(NC(=O)C4CCC4)ccc3O[C@@H]2[C@H](CO)O1
    -5, -8, -4, 16, 3, -11, 3, 4
COC(=O)C1=C(C)N(Cc2ccccc2)C(=NCCCCO)N[C@H]1c1cccc(C(F)(F)F)c1
    ., -43, 3, -7, 0, 3, -2, 14
CCNC(=O)[C@H]1[C@H](CO)[C@H]2Cn3c(ccc(-c4ccccc4)c3=O)[C@@H]1N2CCC(F)(F)F
    22, 8, -1, ., 2, ., 1, -5
O=C(O)c1cccc(NC(=O)c2ccccc2NC(=O)c2ccco2)c1
    12, 0, -2, -5, 4, ., -1, -1
O=C(Cc1cccs1)OCC(=O)c1ccco1
    ., 25, 0, 6, -3, ., 6, .
CC1(C)CC(C)(O)N(Cc2ccccc2)C(=S)N1 (stereo not drawn)
    ., 4, 1, 6, -7, 2, -1, .
OC(COc1ccc(Cl)cc1)CN1C2=NCCCN2c2ccccc21 (stereo not drawn)
    ., -13, 10, -1, -1, ., -4, .

New compounds follow:
Fields: GSIS activator, Statin myotox sup, Cneo AK release, PGC1a acetyl inh, ARNT-TACC3 inh, PAX8 inh HTS, PglD inh, LGR2 inh
COc1ccc(N(Cc2cc3ccc(C)cc3[nH]c2=O)C(=O)C2CCCO2)cc1 (stereo not drawn)
    2, ., ., 4, 1, -5, ., 6
Cc1ccc2[nH]c(SCC(=O)N3CCOCC3)nc2c1C
    3, 8, 2, ., 0, ., 1, -48
N#C[C@@H]1[C@@H](c2ccccc2-c2ccccc2F)[C@H](CO)N1C(=O)C1CC1
    3, ., ., -1, ., 0, ., 6
CCc1ccc(/C=N/NC(=O)Cc2ccc(OC)c(OC)c2)s1
    17, -18, -1, ., 1, 14, 1, -5
C[C@H](CO)N1C[C@H](C)[C@@H](CN(C)S(=O)(=O)c2cn(C)cn2)Oc2c(NC(=O)Nc3ccc(C(F)(F)F)cc3)cccc2C1=O
    -3&-13, -13&-4, -3&-3, 9&-12, -1&-7, 6, 1&1, -4&9
COc1cccc(/C=C/C(=O)OCC(=O)NC2CCCCCCC2)c1
    -34, -9, -2, 4, -2, -10, -1, -8
CCCNC(=O)C[C@@H]1C[C@@H]2c3cc(NS(=O)(=O)c4cccc(OC)c4)ccc3O[C@@H]2[C@H](CO)O1
    -1, -7, 4, 2, -6, ., 1, -2
CC1CCCCC1NS(=O)(=O)c1ccc2c(c1)CCC(=O)N2 (stereo not drawn)
    0, 4, ., 17, ., 19, ., -8
COc1ccc(C(=O)C2CCCN(C(=O)c3cccnc3OC)C2)c(C)c1 (stereo not drawn)
    12, ., ., -1, -8, 4, ., -31
CCCCCN(C(=O)CCC(=O)OCC(=O)c1ccc(C(C)(C)C)cc1)c1c(N)n(CCCC)c(=O)[nH]c1=O
    -30, ., ., ., 2, -44, ., -39
COc1ccc(NC(=O)N(C)C[C@H]2Oc3ccc(NC(=O)CCCCCC(=O)Nc4ccccc4N)cc3C(=O)N([C@@H](C)CO)C[C@@H]2C)cc1
    12, ., ., 15, ., -16, ., 5
Cn1c(=O)n(C)c2cc(/C=N/NC(=O)c3cc4cc(Br)ccc4o3)ccc21
    -7, ., ., ., 9, -16, ., 0
O=C(Nc1ccn(CCCNCC2CCCCC2)c(=O)n1)OCc1ccccc1
    9, -5, -3, -4, ., -10, -2, -3
CCOC(=O)CNC(=O)CNC(=O)c1nn(-c2ccc(OC)c(OC)c2)c(=O)c2ccccc12
    -16, -4, -2, 10, -1, -10, -1, 2
Cc1ccc(-n2c(CNc3ccc(C)c(Cl)c3)n[nH]c2=S)cc1
    0, 25, 1, -10, 7, 19, 3, 4
NC(=O)c1cc2cc(Cl)ccc2oc1=O
    ., -3, -1, 1, 1, -3, 4, .

In a second layout: entries from further up
Compound | GSIS activator | Statin myotox sup | Cneo AK release | PGC1a acetyl inh | ARNT-TACC3 inh | PAX8 inh HTS | PglD inh | LGR2 inh
C[C@H](CO)N1C[C@H](C)[C@@H](CN(C)S(=O)(=O)c2cn(C)cn2)Oc2c(NC(=O)Nc3ccc(C(F)(F)F)cc3)cccc2C1=O | -3&-13 | -13&-4 | -3&-3 | 9&-12 | -1&-7 | 6 | 1&1 | -4&9
COc1cccc(/C=C/C(=O)OCC(=O)NC2CCCCCCC2)c1 | -34 | -9 | -2 | 4 | -2 | -10 | -1 | -8
CCCNC(=O)C[C@@H]1C[C@@H]2c3cc(NS(=O)(=O)c4cccc(OC)c4)ccc3O[C@@H]2[C@H](CO)O1 | -1 | -7 | 4 | 2 | -6 | . | 1 | -2
CC1CCCCC1NS(=O)(=O)c1ccc2c(c1)CCC(=O)N2 (stereo not drawn) | 0 | 4 | . | 17 | . | 19 | . | -8
COc1ccc(C(=O)C2CCCN(C(=O)c3cccnc3OC)C2)c(C)c1 (stereo not drawn) | 12 | . | . | -1 | -8 | 4 | . | -31
CCCCCN(C(=O)CCC(=O)OCC(=O)c1ccc(C(C)(C)C)cc1)c1c(N)n(CCCC)c(=O)[nH]c1=O | -30 | . | . | . | 2 | -44 | . | -39
COc1ccc(NC(=O)N(C)C[C@H]2Oc3ccc(NC(=O)CCCCCC(=O)Nc4ccccc4N)cc3C(=O)N([C@@H](C)CO)C[C@@H]2C)cc1 | 12 | . | . | 15 | . | -16 | . | 5
Cn1c(=O)n(C)c2cc(/C=N/NC(=O)c3cc4cc(Br)ccc4o3)ccc21 | -7 | . | . | . | 9 | -16 | . | 0
O=C(Nc1ccn(CCCNCC2CCCCC2)c(=O)n1)OCc1ccccc1 | 9 | -5 | -3 | -4 | . | -10 | -2 | -3
CCOC(=O)CNC(=O)CNC(=O)c1nn(-c2ccc(OC)c(OC)c2)c(=O)c2ccccc12 | -16 | -4 | -2 | 10 | -1 | -10 | -1 | 2
Cc1ccc(-n2c(CNc3ccc(C)c(Cl)c3)n[nH]c2=S)cc1 | 0 | 25 | 1 | -10 | 7 | 19 | 3 | 4
NC(=O)c1cc2cc(Cl)ccc2oc1=O | . | -3 | -1 | 1 | 1 | -3 | 4 | .
